Assay outcomes as filed in PubChem.
E-selectin induc: E-selectin induction in HUVECs, primary screen, imaging, HUVEC, immunofluorescence imaging, single point | normalized: neutral wells 0, TNF-alpha wells 100 | activation, % at 7.58 µM | hit rate 0.37% among 260,000;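 active = mean E-selectin-positive cell signal at least 10% of the positive control, reached in at least 60% of replicates, without over 20% cell loss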;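 note: in these data hits start at about 27%; measured in HUVEC primary endothelial cells; signal is the percent of cells scored E-selectin positive by PE staining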
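material = human umbilical vein endothelial cells (HUVEC), E-selectin induction | quantity = 3,000 cells/well | medium = EGM-2 growth medium on 0.1% gelatin-coated wells | technique = immunofluorescence imaging | read-out basis = % PE-positive cells | control set = TNF-alpha positive control, DMSO neutral control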
RAD52 anneal inh: RAD52 DNA annealing inhibitors, primary screen, biochemical, FRET, single point, set 2 | recombinant RAD52 DNA annealing, FRET fluorescence | inhibition, % at 18.7 µM | hit rate 0.46% among 360,000 | AID 651710, 2012;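 active = every replicate showing at least 50% inhibition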
Target sequence (P43351 whole entry, looked up): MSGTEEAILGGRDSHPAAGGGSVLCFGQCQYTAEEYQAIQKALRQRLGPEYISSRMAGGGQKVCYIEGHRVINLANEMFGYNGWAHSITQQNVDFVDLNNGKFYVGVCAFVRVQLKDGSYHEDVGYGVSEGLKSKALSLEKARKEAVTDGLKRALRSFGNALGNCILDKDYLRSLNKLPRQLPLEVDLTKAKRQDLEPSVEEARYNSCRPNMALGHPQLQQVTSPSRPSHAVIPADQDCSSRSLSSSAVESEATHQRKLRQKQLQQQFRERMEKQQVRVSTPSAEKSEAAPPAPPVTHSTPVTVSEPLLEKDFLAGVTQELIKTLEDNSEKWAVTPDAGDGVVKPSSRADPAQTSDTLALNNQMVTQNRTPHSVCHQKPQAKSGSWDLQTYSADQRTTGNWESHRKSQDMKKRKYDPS
ERp5 block: inhibitors of ERp5-driven insulin aggregation, primary screen, biochemical, turbidity, absorbance 650 nm, single point; Protein disulfide-isomerase A6 (Homo sapiens), Q15084; 90 min; inhibition, % at 9.99 µM; hit rate 0.05% among 350,000; AID 651711, 2012;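 active = mean replicate inhibition above about 25%, with every replicate also reaching it, limit read from the data, passing the limit was not always enough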
Target sequence (Q15084 whole entry, looked up): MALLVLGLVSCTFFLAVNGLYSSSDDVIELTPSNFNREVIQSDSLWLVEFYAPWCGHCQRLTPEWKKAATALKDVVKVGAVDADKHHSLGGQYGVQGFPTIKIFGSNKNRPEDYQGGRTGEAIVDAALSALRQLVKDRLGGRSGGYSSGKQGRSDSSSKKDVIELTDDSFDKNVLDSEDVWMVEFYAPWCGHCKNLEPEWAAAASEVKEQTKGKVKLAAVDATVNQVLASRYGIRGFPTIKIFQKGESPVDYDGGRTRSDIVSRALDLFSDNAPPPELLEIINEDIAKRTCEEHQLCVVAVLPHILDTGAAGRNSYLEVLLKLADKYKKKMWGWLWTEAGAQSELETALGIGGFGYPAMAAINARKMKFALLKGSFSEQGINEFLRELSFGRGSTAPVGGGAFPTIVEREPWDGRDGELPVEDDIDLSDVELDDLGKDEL
ARNT TACC3 PPI: disruptors of ARNT/TACC3 protein interaction, primary screen, biochemical, AlphaScreen, single concentration; AID 623870, 2012; inhibition, % at 9.99 µM; Transforming acidic coiled-coil-containing protein 3 (Homo sapiens), Q9Y6A5; AlphaScreen His-ARNT PAS-B/GST-TACC3 binding, luminescence; TACC3 fragment carries E629A point mutation; hit rate 0.66% among 390,000;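 active = mean inhibition of replicates at least 50% and at least half of replicates each reaching 50%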;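 note: 0% = complete ARNT plus TACC3 wells and 100% = ARNT alone without TACC3; many hits fall short of the cut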
CASP6 VEID inh: human caspase-6 inhibitors, primary screen, biochemical, VEID-R110 fluorescence, single point, set 2; P55212; purified caspase-6, Z-VEID-R110 cleavage fluorescence; inhibition, % at 12.5 µM; hit rate 0.53% among 350,000; AID 686996, 2013;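 active = mean inhibition across replicates at least about 35%, with every replicate also reaching that limit, limit read from the data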;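 note: 0% = median of neutral control wells and 100% = no fluorescence left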
PglD DTNB: C. jejuni PglD acetyltransferase inhibitors, primary screen, biochemical, DTNB colorimetric, single point. hit rate 0.098% among 360,000. UDP-N-acetylbacillosamine N-acetyltransferase PglD (Campylobacter jejuni). purified PglD enzyme, DTNB colorimetric CoA detection. inhibition, % at 12.5 µM; in the data active = inhibition above about 16%, passing the limit was not always enough; note: strong numbers were not always called active
RAD54 branch: inhibitors of human RAD54 branch migration, primary screen, biochemical, fluorescence, single point. AID 602329, 2012. DNA repair and recombination protein RAD54-like (Homo sapiens), Q92698. hit rate 0.14% among 360,000. RAD54 Holliday junction branch migration, FAM/BHQ fluorescence. inhibition, % at 10.4 µM;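 active = mean normalized replicate activity at least 40 and at least half of replicates scoring 40 or more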;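 note: 0% = median of neutral control wells and 100% = median of positive control wells; inhibitors cause a drop in the FAM fluorescence signal; in these data hits start at about 50%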
esBAF inh: Bmi1 luciferase reporter increase in mESCs, primary screen, esBAF inhibitor project, mouse ES cells, Bmi1 luciferase knock-in, single point; 24 h; 100% = twice the neutral-well signal; AID 602393, 2012; hit rate 2% among 350,000; reporter increase, % at 12.5 µM; in the data active = activation above about 40%;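 note: 0% = median of the plate's neutral control wells and 100% = double that signal; a rise in the Bmi1 reporter signal indicates esBAF inhibition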
An asterisk follows results filed as active; nt = no result given.

SMILES	E-selectin induc	RAD52 anneal inh	ERp5 block	ARNT TACC3 PPI	CASP6 VEID inh	PglD DTNB	RAD54 branch	esBAF inh
CCCC#Cc1ccc2c(c1)O[C@H](CN(C)C(=O)NCCC)[C@@H](C)CN([C@H](C)CO)S2(=O)=O	-0.1	12.5	2.9	-8.3	-2.6	3.1	0.6	2.3
O=C(Cc1ccc(Cl)cc1)NCC(=O)N1CCN(c2ccccc2)CC1	-1.1	-25.0	3.3	-6.9	-2.3	4.8	-4.9	0.5
O=c1oc(-c2ccc(O)c(O)c2)cc2cc(O)cc(O)c12	nt	-8.5	6.8	-0.3	20.2	1.5	17.6	38.0
CC(C)c1ccc(NC(=O)C2CCN(c3ncnc4c3nc3n4CCCCC3)CC2)cc1	nt	-6.3	3.4	-6.1	-3.3	6.7	-13.4	-2.4
CC(C)(C)C(C(=O)Oc1ccccc1)c1ccccc1 (centres undefined)	0.4	-64.4	6.0	-6.4	-2.4	2.5	2.8	-8.5
CCOc1ccc(CNC(=O)CCc2cn(Cc3ccccc3)c3ccccc23)cc1	0.2	-52.9	2.7	0.0	-1.6	-1.7	6.4	10.5
Cc1cc(C)c(C)c(S(=O)(=O)N2CCN(C(=O)c3ccccc3OCc3c(C)noc3C)CC2)c1C	0.4	8.3	4.3	-4.5	3.7	3.6	-18.5	2.3
O=C(CC1C(=O)NCCN1Cc1ccccc1C(F)(F)F)NCCn1cccn1 (centres undefined)	nt	-20.7	4.6	0.1	1.4	-1.0	-2.4	-0.9
O=C(CN1CCN(c2ccccc2O)CC1)Nc1cc([N+](=O)[O-])ccc1Cl	2.9	-15.0	2.1	2.3	7.4	nt	nt	-1.8
CCOC(=O)Cc1csc(-n2sc3ccccc3c2=O)n1	nt	-66.9	-1.7	1.4	-0.6	3.0	-1.9	25.1
COCC#Cc1cnc2c(c1)C(=O)N([C@@H](C)CO)C[C@@H](C)[C@@H](CN(C)C(=O)Nc1ccccc1F)O2	-0.4	-6.6	4.1	6.5	-1.2	1.6	0.1	-5.0
O=C(C[C@@H]1C=C[C@@H](NC(=O)c2ccc3c(c2)OCO3)[C@H](CO)O1)NC1Cc2ccccc2C1	0.2	6.7	4.4	-5.5	0.5	-1.0	-3.1	4.1
C/C(=N\NC(=O)c1nnn(-c2nonc2N)c1-c1ccc2c(c1)OCO2)c1ccc(C)cc1	nt	-2.3	-2.4	8.4	-0.4	-1.4	-1.0	-10.9
COc1ccc(/C=C2\SC(=O)N(CC(=O)NC3C=CS(=O)(=O)C3)C2=O)cc1 (centres undefined)	nt	-15.2	0.7	-2.6	-1.1	-4.0	-8.2	2.1
C[C@H]1CN([C@@H](C)CO)S(=O)(=O)c2ccc(C3=CCCC3)cc2O[C@H]1CN(C)Cc1ccccc1F	-0.3	-10.2	0.6	0.9	-2.1	1.7	-5.6	-4.0
Cc1ccc(NC(=O)CN(C)C(=O)c2cc(-c3ccco3)nc3ccccc23)cc1	0.3	-17.1	-3.6	1.4	3.9	4.2	5.0	-0.9
Cc1[nH]c(C)c(S(=O)(=O)NCc2ccc(N(C)C)cc2)c1C(=O)N1CCCC1	nt	1.5	2.5	0.7	-2.8	-4.9	-3.5	0.5
CCN(CC(=O)Nc1ccc(OC)c(OC)c1)S(=O)(=O)c1ccc(C)cc1	nt	nt	nt	2.4	nt	-9.6	6.7	5.5
O=C(NC1CCCC1)C(c1ccc(N2CCOCC2)cc1)N(Cc1ccccc1)C(=O)c1ccco1 (centres undefined)	nt	nt	nt	-3.2	nt	2.3	5.0	6.1
COc1cccc(-c2ccccc2[C@H]2[C@@H](C#N)N(C(=O)Cc3ccccc3)[C@@H]2CO)c1	-0.1	10.6	3.1	nt	1.5	nt	nt	nt
O=C(COc1ccccc1)Nc1ncn[nH]1	-0.5	7.1	0.3	14.6	-1.0	-0.5	-1.3	-2.2
COc1ccc(S(=O)(=O)N(C)C[C@@H]2Oc3c(NC(=O)c4ccncc4)cccc3C(=O)N([C@H](C)CO)C[C@H]2C)cc1	1.5	-22.9	0.3	-2.3	-0.8	-0.9	-0.3	-0.5
COc1ccc(CNC(=O)COC(=O)/C=C/c2ccc(Cl)cc2)cc1	nt	-3.7	-1.8	-4.7	1.6	nt	nt	nt
COc1cc(=O)oc(-c2ccccc2)c1C(C)=O	-0.1	-5.3	-3.0	0.1	5.1	nt	nt	nt
Cc1ccc(C)c(NC(=O)CSc2nncn2C)c1	-0.5	-19.7	0.3	17.6	-3.7	-6.8	-0.6	-8.5
O=C(Nc1ccc2ccccc2c1)c1ccc(Cl)cc1Cl	0.3	-9.9	1.3	-11.6	-0.6	4.8	-4.4	-17.0
CCCCCOCC1CC(C/C(C)=N/NC(N)=O)(C(=O)OCC)C(=O)O1 (centres undefined)	10.3	-0.8	0.1	-8.3	-1.3	3.4	-5.3	-1.4
O=[N+]([O-])c1ccc(-c2ccc(S(=O)(=O)N3CCOCC3)cc2)cc1	nt	4.6	3.5	-6.8	-1.8	1.1	1.0	4.6
Cc1cccc(-n2c(SCC(=O)NCc3ccco3)nc3ccccc3c2=O)c1	nt	nt	nt	6.1	nt	0.9	10.6	3.1
Cn1cccc1/C=N/NC(=O)Cc1cccc2ccccc12	nt	-28.2	2.6	19.2	-4.5	nt	nt	nt

2 entries from above, bar-delimited.
mol | E-selectin induc | RAD52 anneal inh | ERp5 block | ARNT TACC3 PPI | CASP6 VEID inh | PglD DTNB | RAD54 branch | esBAF inh
COc1ccc(S(=O)(=O)N(C)C[C@@H]2Oc3c(NC(=O)c4ccncc4)cccc3C(=O)N([C@H](C)CO)C[C@H]2C)cc1 | 1.5 | -22.9 | 0.3 | -2.3 | -0.8 | -0.9 | -0.3 | -0.5
COc1ccc(CNC(=O)COC(=O)/C=C/c2ccc(Cl)cc2)cc1 | nt | -3.7 | -1.8 | -4.7 | 1.6 | nt | nt | nt

(listing goes on)
SMILES	E-selectin induc	RAD52 anneal inh	ERp5 block	ARNT TACC3 PPI	CASP6 VEID inh	PglD DTNB	RAD54 branch	esBAF inh
Cc1ccc(CNC(=O)Cn2cnc3c(OCc4ccccc4)ncnc32)o1	-0.2	-11.3	-0.6	-13.0	-3.7	3.6	13.2	9.3
O=C(CN1C(=O)c2ccccc2S1(=O)=O)c1cccc(Br)c1	nt	-16.5	4.4	-0.9	-0.7	0.8	-4.1	nt
COc1ccc(NC(=O)Nc2ccc3c(c2)C(=O)N([C@@H](C)CO)C[C@H](C)[C@H](CN(C)Cc2ccc4c(c2)OCO4)OCCCC[C@H](C)O3)cc1	0.1	-12.1	-2.1	11.3	-2.9	-0.7	-11.3	0.9
CN1C(=O)c2cc(NS(C)(=O)=O)ccc2OC[C@H]2O[C@H](CC(=O)NCc3ccc(-c4ccccc4)cc3)CC[C@H]21	0.0	15.8	2.4	-1.2	1.6	3.6	-5.6	-1.4
Cc1ccc(C)c(C(=O)Nc2nc3ccccc3[nH]2)c1	nt	-13.0	-6.1	-2.3	-3.2	-1.0	8.4	32.8
CC1(C)C(C(=O)O)N2C(=O)C(NC(=O)Cc3ccccc3)C2S1=O (centres undefined)	nt	-14.0	0.3	0.4	-1.6	3.4	-19.3	6.5
CCc1ccccc1N1C(=O)C2C3CC(=O)C(c4ccccc43)C2C1=O (centres undefined)	nt	-0.1	-1.2	-1.9	0.7	nt	nt	4.0
CCc1nc2ccccc2n1CC(=O)OCC(=O)N(CC(C)C)c1c(N)n(Cc2ccccc2)c(=O)[nH]c1=O	nt	-3.3	-3.4	-4.1	2.5	nt	nt	nt
O=C(Cc1cccc2ccccc12)N/N=C/c1ccc(F)cc1	nt	nt	nt	-22.5	nt	1.0	17.5	-0.4
CCOc1ccccc1NC(=O)c1cc(S(=O)(=O)N2CCC3(CC2)OCCO3)ccc1F	nt	nt	nt	-4.2	nt	-6.1	2.1	1.9
CSc1ncccc1C(=O)Nc1cccc(S(=O)(=O)N2CCCCC2)c1	-0.4	-21.7	1.0	1.1	1.8	-0.3	10.7	-4.9
COCCn1c(SCC(=O)Nc2ccccc2F)nc2c(c1=O)SCC2	-1.2	-43.4	3.7	0.3	-0.4	-4.0	5.4	1.2
O=C(Oc1cccc(C(=S)N2CCOCC2)c1)c1ccccc1	nt	-5.7	-1.7	4.1	3.3	-2.9	-4.8	-3.3
O=C(NCC1CCCO1)c1cc(Br)c(Br)s1 (centres undefined)	nt	-0.4	4.1	-1.2	-1.4	5.0	4.4	-3.1
COc1ccc(S(=O)(=O)N(C)C[C@@H]2OCCCC[C@H](C)Oc3ccc(NC(=O)Nc4c(C)noc4C)cc3C(=O)N([C@@H](C)CO)C[C@@H]2C)cc1	0.0	-48.8	-4.8	-0.7	-4.8	2.9	-1.2	-2.9
Cc1oc2c(C)c3oc(=O)c(CCC(=O)O)c(C)c3cc2c1-c1ccccc1	0.1	-2.1	3.7	26.1*	-1.3	5.5	-21.2	-2.8
CO[C@H]1CN(C)C(=O)c2ccc(NC(=O)C3CCC3)cc2OC[C@H](C)N(Cc2ccncc2)C[C@@H]1C	-0.3	1.7	-0.1	-4.8	5.1	-0.3	0.5	-3.8
O=C(c1ccncc1)N(c1ccc(N2CCOCC2)cc1)C(c1ccccc1)c1nc2ccccc2[nH]1 (centres undefined)	0.0	-17.8	-0.5	nt	10.1	-2.3	-8.6	47.8*
N#Cc1ccc(C=NN2CCCCCC2)cc1	nt	-13.8	5.0	nt	-3.4	nt	nt	69.2*
COc1cccc(C(=O)NCCCNC(=O)c2ccco2)c1	0.3	-13.6	0.2	-9.5	0.2	9.2	-37.1	-8.4
COC(=O)c1sc(N)c(C(=O)OC)c1COC(=O)[C@@H](NS(=O)(=O)c1cccc(Cl)c1)C(C)C	nt	-15.7	0.4	2.9	1.4	nt	nt	nt
Cc1[nH]n(-c2nc(-c3cccc([N+](=O)[O-])c3)cs2)c(=O)c1C	7.7	nt	nt	10.8	nt	-5.3	-0.4	nt
CCOc1ccc2[nH]c(=O)c(CN(CCN3CCCC3)C(=S)Nc3ccccc3OC)cc2c1	nt	-4.1	-0.9	-3.5	-0.7	nt	nt	nt
COc1ccc(N(CC(=O)NN=C2CCCCCCC2)S(=O)(=O)c2ccccc2)cc1Cl	nt	nt	nt	-0.9	nt	8.9	3.5	-7.9
Cc1ccc(S(=O)(=O)Nc2ccc3c(c2)C(=O)N([C@H](C)CO)C[C@H](C)[C@H](CN(C)S(=O)(=O)c2c(C)noc2C)OCCCC[C@@H](C)O3)cc1	nt	-14.8	1.6	-1.2	-0.5	2.9	0.2	-1.0
Cc1ccc(Cn2nc(C)c(NC(=O)C3CC3)c2C)cc1	nt	nt	nt	-8.3	nt	5.2	-10.2	-2.3
O=C1c2ccccc2C(=O)N1CCc1nc2ccccc2c(=O)n1Cc1ccco1	nt	nt	nt	-6.5	nt	-2.1	3.1	-5.9
C[C@H](CO)N1C[C@H](C)[C@H](CN(C)Cc2ccncc2)OCCCC[C@H](C)Oc2ccc(NC(=O)c3ccccc3)cc2C1=O	0.2	-3.4	5.7	2.9	-1.2	2.8	-0.3	1.7
Cn1c(=O)oc2cc(S(=O)(=O)Nc3ccc(Cl)cc3F)ccc21	0.1	-9.7	-1.2	nt	0.8	3.1	-4.6	1.8
O=C1CC(SC(=S)C2CCCC2=O)C(=O)N1 (centres undefined)	-0.1	-45.8	4.9	nt	49.2*	nt	nt	nt
CC(=O)N(C)c1cccc(-c2ccc3nnc(C)n3n2)c1	-0.2	-9.9	2.2	-1.1	0.0	-3.8	5.4	-1.7
